Assay outcomes as filed in PubChem.
SF1 activator: SF-1 (human) activation. Q13285. CHO-K1 Gal4-SF-1 LBD luciferase reporter; % increase over DMSO SF-1-specific signal. activation, % at 10 µM. actives 1.9% (n = 65,000). AID 522;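 active = activation above the mean activation of all tested compounds plus 3 SD, cut at about 50% in these data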
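Test system: transient Gal4-SF-1 LBD reporter, CHO-K1; Amount: 4,000 CHO-K1 cells per well; Doses: 10 µM only; Timing: compound exposure 20 h at 37 °C; Signal: luciferase light emission; Read-out basis: percent activation relative to DMSO median and mock-transfected background; Control set: DMSO negative control and −SF1 background wells; Replicates: one test per compound.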
Jurkat viability: cytotoxicity toward Jurkat cells; inhibition, % at 4 µM; actives 1.2% (n = 56,000); AID 463; Jurkat E6.1 viability, ATP luminescence, 48 h;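 active = inhibition above the mean inhibition of all tested compounds plus 3 SD, cut at about 28% in these data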
tolC growth inh: growth inhibitors of E. coli BW25113 tolC mutant; actives 2.2% (n = 65,000); OD615; growth inhibition, % at 10 µM (by protocol);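 active = growth inhibition at or above a cutoff equal to the mean over every tested compound plus 3 SD, cut at about 60% in these data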;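 also: growth measured after 20 h incubation at 37 °C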
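Test system – E. coli BW25113 ΔtolC::kan, tolC deletion mutant strain · Detection – OD at 615 nm · Buffer or medium – LB with kanamycin 50 µg/mL · Times – 20 h compound exposure of bacteria at 37 °C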
TNAP act DEA: activates human TNAP at intermediate phosphate acceptor concentration. P05186. purified TNAP, CDP-star luminescence, 100 mM DEA, 30 min; active compounds read high; scale: 0 levamisole-inhibited, 1 vehicle-only enzyme. activation factor at 20 µM. 64,000 tested, under 10 active. AID 813;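 active = activation factor of at least 2 at 20 µM, relative to controls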
Target sequence (P05186 whole entry, looked up): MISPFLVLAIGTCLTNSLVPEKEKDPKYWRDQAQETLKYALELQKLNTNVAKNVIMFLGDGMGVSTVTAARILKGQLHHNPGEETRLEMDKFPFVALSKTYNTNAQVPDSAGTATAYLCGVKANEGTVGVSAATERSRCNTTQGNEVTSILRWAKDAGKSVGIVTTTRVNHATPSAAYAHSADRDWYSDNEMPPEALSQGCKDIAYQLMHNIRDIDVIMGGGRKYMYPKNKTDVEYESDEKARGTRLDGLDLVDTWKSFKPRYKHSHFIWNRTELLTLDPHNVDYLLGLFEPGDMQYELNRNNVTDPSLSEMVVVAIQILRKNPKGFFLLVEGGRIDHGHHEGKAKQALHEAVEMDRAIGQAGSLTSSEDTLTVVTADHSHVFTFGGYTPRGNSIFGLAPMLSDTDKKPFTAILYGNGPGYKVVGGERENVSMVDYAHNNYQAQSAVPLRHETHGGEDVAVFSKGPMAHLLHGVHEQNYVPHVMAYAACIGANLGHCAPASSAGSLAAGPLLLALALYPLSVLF
M1 ag: activates the M1 muscarinic receptor. CHO-M1 cells, Fluo-4 calcium fluorescence, agonist mode; active compounds read high. B-score at 10 µM. actives 3% (n = 64,000);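 active = fluorescence rise, raw or as B-score row- and column-corrected plate score, outside the 99.7% band of its plate's samples, either direction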
D1 mod: D1 dopamine receptor (human) allosteric modulation; P21728; HEK293 D1, CRE-luciferase, dopamine EC30 potentiation; actives deviate in either direction; B-score at 10 µM; actives 5.9% (n = 58,000); AID 641;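 active = luminescence count or its row- and column-corrected plate score outside the 99.7% band of the plate's sample wells, on either side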
Target sequence (P21728 whole entry, looked up): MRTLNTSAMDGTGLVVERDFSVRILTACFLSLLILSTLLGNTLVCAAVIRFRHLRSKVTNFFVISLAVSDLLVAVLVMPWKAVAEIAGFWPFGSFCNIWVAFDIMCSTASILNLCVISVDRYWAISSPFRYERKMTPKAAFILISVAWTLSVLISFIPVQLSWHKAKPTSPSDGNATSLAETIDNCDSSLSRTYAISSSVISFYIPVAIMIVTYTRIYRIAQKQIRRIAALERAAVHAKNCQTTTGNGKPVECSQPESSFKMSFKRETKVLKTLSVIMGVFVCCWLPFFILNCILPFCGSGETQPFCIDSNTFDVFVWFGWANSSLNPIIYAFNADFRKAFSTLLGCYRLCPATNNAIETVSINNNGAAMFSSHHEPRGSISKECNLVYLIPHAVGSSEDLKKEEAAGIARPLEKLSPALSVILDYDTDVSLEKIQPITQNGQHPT
NADH coupling: blocks coupling enzymes of NAD/NADH assays | actives 0.02% (n = 65,000) | coupled PK/LDH NADH assays, four targets | IC50, µM (series often up to 10 µM), for inactives: at the top dose inhibition;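 active = single-dose screening hits from any of four coupled enzyme assays that gave an IC50 when retested across doses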;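 also: the DPM-DC format reads NADH fluorescence rather than 340 nm absorbance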
M1 antagonist: antagonists of rat M1 muscarinic receptor. P08482. CHO-M1 cells, Fluo-4 calcium, ACh EC80 antagonist mode; active compounds read low. B-score at 10 µM. actives 3.4% (n = 64,000). AID 628;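 active = calcium fluorescence response, raw or row-and-column corrected B-score, differing from the plate sample mean either way at a set confidence level, mostly lower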
HEK293 NFkB inh: inhibitors of the PMA/ionomycin-induced NF-kB reporter in HEK293 cells; HEK-293 NF-kB luciferase reporter, luminescence; AID 465; inhibition, % at 3 µM; actives 0.21% (n = 62,000);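 active = inhibition above the mean of all tested compounds plus 3 SD, cut at about 40% in these data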;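 also: 0% = stimulated DMSO wells and 100% = 10 µM reference inhibitor 5653914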
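Reagent: PMA plus ionomycin mix as NF-kB-activating stimulus. Assay system: NF-kB luciferase reporter HEK-293 cells. Technique: luminescence from luciferase substrate reagent. Incubation: 1 h compound pre-incubation, 16 h PMA/ionomycin at 37 °C. Benchmarks: DMSO only as uninhibited control, 10 µM reference inhibitor as full inhibition. Repeats: tested once.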
* hit, by the source's call; x = not tested or not shown; [ ] = remark or other dose.

1) CC1Cc2ccccc2N1C(=O)CSc1nc2ccccc2o1 (configuration not stated)
2) Cc1ccc2occ(CN3CCN(c4ccccc4)CC3)c(=O)c2c1
3) COc1ccc(-n2c(Cc3cccn3C)nnc2SCC(=O)N2CCCC2)cc1
4) COc1ccc(Cl)cc1CN1CCN(c2nc(C)cc(C)c2C#N)CC1
5) COc1cc(C(=O)NCCc2cn3ccccc3n2)cc(OC)c1OC
6) CCOC(=O)N1CCC(NC(=O)CCc2c(C)nc3c(c(C)nn3-c3ccccc3)c2C)CC1
7) O=C1CN(C(=O)c2cccs2)c2ccccc2N1
8) COc1ccc(CC(=O)OCc2cc3cccc(C)c3[nH]c2=O)cc1
assay / compound | 1 | 2 | 3 | 4 | 5 | 6 | 7 | 8
Jurkat viability | 1 | 2 | -4 | 0 | -4 | -3 | -5 | -8
D1 mod | 0.012 | -0.16 | -0.033 | 0.41 | -0.86 | -0.61 | -0.13 | -0.98
M1 antagonist | -0.61 | -3.4* | -1.7 | 0.0097 | -0.55 | 0.56 | -0.1 | 1.1
M1 ag | 0.11 | 1.1 | -0.66 | 7.4* | 0.14 | 0.34 | -0.56 | -1.1
tolC growth inh | 59 | 2 | -8 | 97* | 20 | 2 | -15 | 6
SF1 activator | -3 | -16 | -13 | -16 | -13 | -11 | 9 | 18
TNAP act DEA | 0.9 | 0.8 | 1 | 0.9 | 1 | 1 | 1 | 0.9
NADH coupling | 4% | 1% | 5% | 1% | 7% | 6% | 0% | 2%
HEK293 NFkB inh | -9 | 9 | 10 | 16 | 12 | 3 | 10 | 0

9) O=C(COC(=O)c1ccc(Br)o1)NCc1ccco1
10) O=C(CN(Cc1cccs1)C(=O)CNS(=O)(=O)c1ccccc1)NCc1ccco1
11) CCCOc1ccc(/C(O)=C2/C(=O)C(=O)N(c3cc(C)on3)C2c2ccc(C(=O)OC)cc2)cc1 (configuration not stated)
12) CC1CN(S(=O)(=O)c2cn(C)c(=O)n(C)c2=O)CC(C)O1 (configuration not stated)
13) O=C(c1cc2ccccc2o1)N1CCN=C1SCc1cccc(F)c1
14) CCn1nnnc1SCC(=O)Nc1ccc(OCc2ccccc2)cc1
15) O=C(Nc1ccncc1)C1c2ccccc2Oc2ccccc21
16) CN(C)c1nc(Oc2ccc(N)cc2)nc(N(C)C)n1
assay / compound | 9 | 10 | 11 | 12 | 13 | 14 | 15 | 16
Jurkat viability | x | -4 | 8 | -1 | 0 | 2 | 14 | -6
D1 mod | -0.26 | 0.41 | 0.41 | 0.096 | -0.95 | x | 0.86 | 0.34
M1 antagonist | -0.052 | 0.11 | 1.2 | 0.99 | 0.83 | x | 1.2 | -0.024
M1 ag | 0.34 | -0.01 | 0.39 | 0.37 | 0.16 | x | -0.9 | 0.33
tolC growth inh | -11 | 0 | 24 | -15 | -7 | -13 | 2 | -14
SF1 activator | 1 | -7 | -11 | 5 | -5 | 20 | 4 | 19
TNAP act DEA | 0.9 | 0.8 | 0.9 | 0.9 | 0.9 | 0.9 | 0.9 | 0.9
NADH coupling | 5% | 6% | 7% | 6% | 3% | 7% | 2% | 2%
HEK293 NFkB inh | 7 | 6 | 18 | 8 | 5 | 3 | 15 | 10

17) COC(=O)c1cc(OC)c(OC)cc1NC(=O)CC1CCCCC1
18) COc1cc(NC(=O)c2ccco2)c(OC)cc1NC(=O)Nc1ccccc1Cl
19) COc1ccc(CN2C(=O)CN=C2Nc2cc(C)ccc2C)cc1
20) O=C(CN1CCN(C(=O)c2ccccc2)CC1)Nc1ccc(Br)cn1
21) CCOC(=O)Nc1ccc2c(c1)N(C(=O)N(CC)CC)c1ccccc1CC2
22) c1ccc(-c2noc(-c3cccnc3)n2)nc1
23) COCCNC(=O)C(OC(=O)CC1Sc2ccccc2NC1=O)c1ccncc1 (configuration not stated)
24) CCOc1ccc2nc(NC(=O)C3CCCN(S(=O)(=O)c4c(C)noc4C)C3)sc2c1 (configuration not stated)
assay / compound | 17 | 18 | 19 | 20 | 21 | 22 | 23 | 24
Jurkat viability | 5 | -5 | x | 6 | x | 14 | x | 7
D1 mod | 1.4 | -0.47 | -0.036 | 0.5 | -0.07 | -4.1* | x | 0.37
M1 antagonist | 0.017 | 0.31 | 0.38 | 0.037 | -0.3 | 0.31 | -0.0052 | 0.2
M1 ag | 0.042 | -0.44 | 0.68 | 0.0041 | -0.17 | -0.63 | -0.79 | 0.8
tolC growth inh | 14 | -7 | 3 | 1 | 37 | -3 | -4 | 18
SF1 activator | -2 | -4 | 8 | -12 | x | -3 | 2 | -6
TNAP act DEA | 1 | 0.9 | 0.9 | 0.9 | 0.9 | 1 | 1 | 0.8
NADH coupling | 3% | 13% | 9% | 7% | 3% | 3% | 1% | 2%
HEK293 NFkB inh | 16 | 9 | 17 | 10 | x | -11 | 14 | 14

25) O=C(Nc1ccccc1C(F)(F)F)N1CCCCCC1
26) Cc1ccc(S(=O)(=O)N(CC(=O)N2CCC(C(N)=O)CC2)Cc2ccc(F)cc2)cc1
27) COCC(=O)Nc1nc(-c2ccccc2)c(C)s1
28) CCN(CC)C(=O)C1CCCN(Cc2ccccc2C(F)(F)F)C1 (configuration not stated)
29) Cc1ccc(C)c2[nH]c(=O)c(CCNC(=O)c3ccc4c(c3)OCO4)cc12
30) CC(=O)c1c(N)c(C#N)c(C)n1-c1ccc(Br)cc1
31) Cc1cc(C)c(S(=O)(=O)N(CC(=O)N2CCCC2)C2CCCCC2)c(C)c1
32) CCC(=O)Nc1nonc1-c1nc2ccccc2n1Cc1ccc(Cl)c(Cl)c1
assay / compound | 25 | 26 | 27 | 28 | 29 | 30 | 31 | 32
Jurkat viability | 9 | 1 | 2 | 0 | -1 | 4 | -5 | -4
D1 mod | 0.38 | -0.14 | 0.72 | -3.9 | 0.33 | x | 0.22 | 3
M1 antagonist | 0.32 | -0.25 | 0.75 | x | -0.13 | -0.25 | -0.0034 | -0.032
M1 ag | -0.61 | -0.045 | -0.02 | x | 0.0038 | 0.2 | 1.3 | 0.16
tolC growth inh | -8 | 10 | 10 | -14 | -14 | -12 | 23 | -33
SF1 activator | 7 | -7 | 1 | -17 | -10 | 13 | -8 | -14
TNAP act DEA | 0.9 | 1 | 0.9 | 1 | x | 0.9 | 0.9 | 0.9
NADH coupling | 4% | 4% | 5% | 15% | 8% | 7% | 4% | 11%
HEK293 NFkB inh | 20 | 16 | 4 | 1 | 19 | 10 | 14 | 15

33) COc1ccc(-c2nnc3sc(CN4C(=O)c5ccccc5C4=O)nn23)cc1
34) O=C(CSc1nc(-c2ccncc2)nn1CC(=O)N1CCCCC1)NC1CCCC1
35) COC(=O)c1ccccc1NC(=O)C1CCCCC1C(=O)O (configuration not stated)
36) CC(=O)c1cc2c(cc1NC(=O)CCCC(=O)O)OCO2
37) CC1(C(=O)N(c2ccccc2)C(C(=O)NC2CCCC2)c2ccccn2)CC(=O)N=C2C=CC=CN21 (configuration not stated)
38) CC1(C)Cc2c(sc3c2c(=N)n(Cc2ccco2)c(=O)n3Cc2ccc(F)cc2)CO1
39) CCN(CC)S(=O)(=O)c1cccc(C(=O)Nc2cc(C)nn2-c2nc(C)cc(C)n2)c1
40) O=S1(=O)CCN2C=Nc3sc4c(c3C2=N1)CCCC4
assay / compound | 33 | 34 | 35 | 36 | 37 | 38 | 39 | 40
Jurkat viability | 2 | x | x | 0 | 2 | x | x | -4
D1 mod | -0.21 | x | -0.12 | -1.2 | 0.0095 | 23* | 0.036 | 0.039
M1 antagonist | -1.9 | 0.021 | -0.014 | -0.14 | -1 | 0.59 | -0.8 | -0.027
M1 ag | 0.98 | -0.17 | -0.28 | -1 | -1.1 | 0.78 | -0.85 | -0.38
tolC growth inh | -29 | 8 | -14 | -3 | -13 | 25 | -10 | 3
SF1 activator | -12 | -9 | -7 | 11 | 2 | -13 | -4 | 8
TNAP act DEA | 1 | 0.9 | 0.9 | 0.9 | 0.9 | 0.9 | 0.9 | 0.9
NADH coupling | 8% | 3% | 2% | 4% | 12%[fluoresces] | 3% | 0% | 6%
HEK293 NFkB inh | 10 | -2 | 11 | 6 | 11 | 13 | 19 | 9

41) CCOC(=O)C1(C(F)(F)F)N=C(N(C)C)OC(N(C)C)=N1
42) CCCCCn1c(CN2CCN(c3cc(Cl)ccc3C)CC2)nc2c1c(=O)[nH]c(=O)n2C
43) COc1ccc(-n2nnc3c(SCC(=O)NCC4CCCO4)ncnc32)cc1 (configuration not stated)
44) O=c1c2ccccc2c(/C=N/n2cnnc2)c(O)n1-c1ccccc1F
45) O=C(Nc1nc(-c2ccco2)cs1)c1ccccc1
46) C=CCn1c(SCC(=O)c2cccs2)nc2sc(CC)cc2c1=O
47) COC(=O)c1ccc2c(=O)n(Cc3ccco3)c(SCC(=O)Nc3ccccc3Cl)nc2c1
48) CC(C)=CC(=O)Nc1ccccc1Br
assay / compound | 41 | 42 | 43 | 44 | 45 | 46 | 47 | 48
Jurkat viability | 2 | 5 | 8 | -5 | 2 | 8 | 3 | -5
D1 mod | 0.51 | 1.6 | -0.36 | 0.39 | -0.42 | 1.1 | x | 0.099
M1 antagonist | 0.043 | 0.61 | -0.8 | -0.12 | 0.35 | 0.27 | 0.74 | -0.0044
M1 ag | -0.32 | 0.4 | 0.77 | 55* | -0.9 | -0.19 | -0.48 | -0.058
tolC growth inh | -9 | 2 | 5 | -4 | 15 | 14 | -2 | -6
SF1 activator | 3 | 1 | -9 | 15 | 11 | -27 | -8 | 10
TNAP act DEA | 0.9 | 0.9 | 0.9 | 0.9 | 0.9 | 0.9 | 0.9 | 1
NADH coupling | 5% | 2% | 4% | 13% | 3% | 7% | 7% | 2%
HEK293 NFkB inh | 8 | 17 | 2 | 3 | 9 | 9 | 11 | 2

49) COc1cccc(C2CC(=O)Nc3cc(OC)c(OC)c(OC)c32)c1OC (configuration not stated)
50) O=C(O)c1ccccc1-c1ccccc1C(=O)NCc1ccco1
51) COc1ccc(NC(=O)C2CCCNC2)cc1OCC(C)C (configuration not stated)
52) O=C(/C=N/O)NCCCn1ccnc1
assay / compound | 49 | 50 | 51 | 52
Jurkat viability | x | 6 | -3 | -2
D1 mod | x | -0.063 | -0.045 | -0.43
M1 antagonist | -0.35 | -0.15 | -0.2 | -0.37
M1 ag | 0.28 | -0.0026 | -0.041 | -0.42
tolC growth inh | -4 | -7 | -13 | -8
SF1 activator | -19 | -4 | 1 | -16
TNAP act DEA | 0.9 | 0.9 | 0.9 | 1
NADH coupling | 5% | 9% | 8% | 2%
HEK293 NFkB inh | 21 | 0 | 15 | 5
